SENP6 block – SENP6 protease inhibitors, primary screen, biochemical, luminescence, uHTS | Sentrin-specific protease 6 (Homo sapiens), Q9GZR1 | Recombinant SENP6 catalytic domain, aminoluciferin luminescence | inhibition, % at 10 µM | 330,000 compounds, 1.8% hits;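 active = inhibition above about 50% at the single tested dose, limit read from the data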;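 note: plate controls were DMSO wells with enzyme for no effect and DMSO wells lacking enzyme for full effect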
SENP8 block-1 – SENP8 protease inhibitors, primary screen, biochemical, luminescence. AID 2540, 2010. inhibition, % at 10 µM. 330,000 compounds, 1.2% hits. purified SENP8, Z-RLRGG-aminoluciferin cleavage; in the data active = inhibition above about 50%
UBC13 polyUb – UBC13 polyubiquitin chain formation inhibitors, primary screen, biochemical, TR-FRET, uHTS | Ubiquitin-conjugating enzyme E2 N (Homo sapiens), P61088 | inhibition, % at 20 µM | 330,000 compounds, 0.47% hits | AID 485273, 2010; in the data active = inhibition above about 45%, passing the limit was not always enough
SENP1 FRET inh – human SENP1 catalytic domain inhibitors, primary screen, biochemical, FRET, uHTS. Sentrin-specific protease 1 (Homo sapiens), Q9P0U3. 360,000 compounds, 0.21% hits. AID 624204, 2012. inhibition, % at 10 µM. recombinant SENP1 catalytic domain, CyPet-SUMO1-YPet FRET cleavage;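 active = inhibition at least 30% at 10 µM, raw YFP signal under a set limit, fluorescence ratio 0.5 to 1.5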;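 note: 0% = enzyme with DMSO and 100% = no enzyme wells; some results filed as inactive read as strong as hits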
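system = hSENP1 catalytic domain, recombinant | reagent = SFCypet-SUMO1-SFYpet substrate at 25 nM | doses = one dose per compound, 10 µM, 0.5% DMSO | incubation = enzyme reaction for 50 min at room temperature, dark | measured by = FRET, CFP and YFP emission | controls = no-enzyme low, enzyme-DMSO high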
Apaf1 inhib – inhibitors of human Apaf-1 apoptosome, primary screen, biochemical, DEVD-Rh110 fluorescence, uHTS; reconstituted apoptosome caspase-3 activity; inhibition, % at 20 µM; 330,000 compounds, 0.71% hits; active = inhibition of at least 40% at 20 µM;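 note: plate controls were DMSO wells for no effect and DEVD-CHO caspase inhibitor wells for full effect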
Target sequence (O14727 whole entry, looked up): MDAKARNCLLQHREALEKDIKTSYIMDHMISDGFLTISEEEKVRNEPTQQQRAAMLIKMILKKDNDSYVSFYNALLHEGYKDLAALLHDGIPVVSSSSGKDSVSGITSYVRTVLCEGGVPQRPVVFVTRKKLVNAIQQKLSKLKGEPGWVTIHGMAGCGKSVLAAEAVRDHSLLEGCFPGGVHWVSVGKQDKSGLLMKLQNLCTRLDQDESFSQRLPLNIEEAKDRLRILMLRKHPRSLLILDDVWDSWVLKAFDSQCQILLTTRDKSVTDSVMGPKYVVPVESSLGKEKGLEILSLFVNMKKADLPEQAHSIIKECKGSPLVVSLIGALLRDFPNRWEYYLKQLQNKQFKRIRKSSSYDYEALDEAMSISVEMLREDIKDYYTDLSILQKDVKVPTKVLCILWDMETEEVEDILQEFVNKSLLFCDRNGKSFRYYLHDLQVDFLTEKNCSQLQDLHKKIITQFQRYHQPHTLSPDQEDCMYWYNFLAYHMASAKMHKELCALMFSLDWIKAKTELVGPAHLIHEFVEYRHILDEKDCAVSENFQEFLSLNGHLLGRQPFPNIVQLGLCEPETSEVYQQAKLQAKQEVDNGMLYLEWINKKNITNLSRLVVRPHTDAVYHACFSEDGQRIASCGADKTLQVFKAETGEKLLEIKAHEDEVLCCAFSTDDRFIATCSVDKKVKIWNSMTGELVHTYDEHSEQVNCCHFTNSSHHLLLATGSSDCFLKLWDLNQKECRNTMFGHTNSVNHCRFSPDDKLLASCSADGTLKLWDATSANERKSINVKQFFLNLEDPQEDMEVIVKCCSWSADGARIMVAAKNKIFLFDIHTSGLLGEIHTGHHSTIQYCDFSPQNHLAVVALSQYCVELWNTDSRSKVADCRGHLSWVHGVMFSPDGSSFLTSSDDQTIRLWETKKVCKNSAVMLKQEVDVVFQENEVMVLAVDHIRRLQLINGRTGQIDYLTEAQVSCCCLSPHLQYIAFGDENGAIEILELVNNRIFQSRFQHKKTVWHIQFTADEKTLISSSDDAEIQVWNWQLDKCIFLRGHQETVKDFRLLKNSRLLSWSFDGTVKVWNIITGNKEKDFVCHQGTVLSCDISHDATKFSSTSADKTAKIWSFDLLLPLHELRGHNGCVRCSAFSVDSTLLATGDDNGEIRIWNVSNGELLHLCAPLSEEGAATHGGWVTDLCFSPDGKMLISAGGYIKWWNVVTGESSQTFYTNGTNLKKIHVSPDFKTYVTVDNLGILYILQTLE
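Material: biochemical Apaf-1 apoptosome reconstitution. Medium: Hepes buffer, pH 7.5. Also added: cytochrome c activation, bis-DEVD rhodamine 110 substrate. Timing: 30 min compound preincubation, 50 min activation, room temperature. Measured by: rhodamine 110 fluorescence at Ex 480/Em 540 nm.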
A3G deaminase – APOBEC3G DNA deaminase inhibitors, primary screen, biochemical, fluorescence, single-stranded DNA substrate, uHTS; 330,000 compounds, 0.28% hits; inhibition, % at 20 µM; recombinant A3G, ssDNA deamination FAM/TAMRA fluorescence;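 active = inhibition of at least 40% at 20 µM, with no more than 30% in the related APOBEC3A deaminase screen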;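 note: plate controls were DMSO wells with A3G for no effect and wells lacking A3G enzyme for full effect; some compounds called inactive have numbers as strong as hits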
SENP7 inh – SENP7 protease inhibitors, primary screen, biochemical, luminescence, uHTS; Sentrin-specific protease 7 (Homo sapiens), Q9BQF6; recombinant SENP7, Z-RLRGG-aminoluciferin luminescence, 40 min; inhibition, % at 5 µM; 330,000 compounds, 1.5% hits; AID 434973, 2010;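 active = inhibition above about 50% at the single test dose, limit read from the data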;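 note: plate controls were DMSO with enzyme for no effect and no enzyme buffer wells for full effect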
SENP8 block-2 – human SENP8 protease inhibitors, primary screen, biochemical, fluorescence, Nedd8 protein substrate, uHTS; recombinant SENP8; inhibition, % at 20 µM; 360,000 compounds, 0.64% hits; AID 602440, 2012; in the data active = inhibition mostly above about 40%, no sharp cut-off; inactive = mostly below about 27%
The depositor's hits bear a star; / = not tested or not shown.

SMILES | SENP6 block | SENP8 block-1 | UBC13 polyUb | SENP1 FRET inh | Apaf1 inhib | A3G deaminase | SENP7 inh | SENP8 block-2
Cc1ccc(NC(=O)CSc2ccc(Br)cc2)cc1S(=O)(=O)N1CCOCC1 | 2 | 1 | -4 | 2 | 16 | 5 | 4 | 10
O=C(Cn1c2ccc(F)cc2c2nc3n(c(=O)c21)CCS3)NCC1CCCO1 (configuration not stated) | 3 | -3 | 3 | 2 | 3 | 1 | 11 | -322
CN(C)Cc1c(C(=O)N/N=C/c2ccoc2)nnn1-c1nonc1N | 0 | 2 | 0 | 2 | 2 | 0 | 0 | 7
COC(=O)c1ccccc1NS(=O)(=O)c1cn(C)c(=O)n(C)c1=O | 4 | 7 | 4 | -1 | -5 | -4 | -3 | 2
COC(=O)c1cc(NC(=O)CC2CCCC2)cc(C(=O)OC)c1 | -27 | 5 | 6 | 1 | 7 | -6 | -2 | 5
COc1cccc(-c2nc(NCCN3CCOCC3)c3ccccc3n2)c1O | -18 | -2 | 4 | 1 | 5 | 0 | -3 | 13
COc1ccc(S(=O)(=O)N2CCC3(CC2)OCCN3S(=O)(=O)c2cccs2)cc1OC | -8 | -5 | 0 | 2 | 14 | 4 | 9 | 8
CSc1nsc(SCc2ccc(Cl)cc2)n1 | 8 | -8 | -8 | -1 | -5 | 0 | 2 | 9
C=CCNC(=O)c1c(Br)cnn1-c1ccc(C)cc1 | -4 | 12 | -6 | 1 | 6 | 1 | 2 | 14
COc1ccc(COC(=O)NC2CCN(S(=O)(=O)c3ccc(OC)cc3)CC2)cc1 | -7 | 6 | 9 | 2 | 13 | -4 | 3 | 20
COc1ccc2[nH]c(=O)c(CN(C(=O)c3ccccn3)C3CCCCC3)cc2c1 | -9 | 4 | -1 | 2 | -7 | -1 | 2 | -420
Cc1cc(C)nc(N2CCCC(C(=O)NC(C)CCc3ccco3)C2)n1 (configuration not stated) | -2 | -1 | 9 | -1 | -6 | -4 | -5 | -53
N#Cc1nc(COc2ccccc2)oc1N1CCOCC1 | 6 | -8 | -8 | 2 | -1 | -1 | -8 | 13
Cc1ccc(CNC(=O)[C@H]2C[C@@H]2[C@H](NP(=O)(c2ccccc2)c2ccccc2)c2ccccc2)o1 | -3 | 1 | 1 | -3 | 2 | -10 | -2 | 7
O=C(CCn1nnc(-c2cccs2)n1)NC1CCCCC1 | -36 | 10 | 8 | 0 | -9 | -3 | 1 | 5
CC(=O)/C(N=Nc1ccc(-n2ccc(C(F)(F)F)n2)cc1)=C(\C)O | -6 | -4 | -5 | 1 | -6 | -5 | 0 | 23
C=CCn1c(COc2ccc(F)cc2)nnc1SC(C)C(=O)NCC1CCCO1 (configuration not stated) | -2 | -1 | 10 | 0 | 3 | -3 | 3 | 6
COc1ccc(-c2ccncc2)cc1OC | -7 | -8 | -3 | 2 | 1 | 1 | 3 | -30
N#Cc1cnn(-c2ccc(F)cc2)c1N | -7 | -3 | 1 | -55 | -7 | -4 | 16 | -20
C=CCN1c2ccccc2[C@]23C[C@@H](C(=O)OC)N(C(=O)C4CCC4)C2=NC(C(=O)OC)=C(C(=O)OC)[C@H]13 | -11 | -8 | 7 | 1 | 18 | -5 | -10 | 7
O=C(O)C1CC(=O)N(Cc2ccccc2)C1 (configuration not stated) | 4 | -2 | -1 | 0 | 4 | 0 | 2 | 13
COc1ccc(-c2nc(NC(=O)CSCCO)sc2C)cc1 | 12 | 1 | 12 | 1 | -1 | -13 | 2 | 7
CCn1c(SCC(=O)c2ccc(OC)cc2)nnc1C(C)NC(=O)c1ccc(OC)cc1 (configuration not stated) | -23 | -10 | -9 | 1 | 13 | -6 | -5 | 16
CC(O)C(NS(=O)(=O)c1ccc(Cl)cc1)C(=O)OCC(=O)Nc1cccnc1Cl (configuration not stated) | -10 | -7 | 2 | 5 | -2 | 0 | 9 | 16
CCN1C(=O)C(=O)N(CC(=O)N(C)CC(=O)Nc2ccccc2C(F)(F)F)C1=O | -11 | -2 | 6 | 0 | -6 | -6 | 2 | 1
CC(C)COP(=O)(OCC(C)C)C(O)c1ccc(N(C)C)cc1 (configuration not stated) | -14 | -5 | 1 | 0 | 9 | 10 | -1 | 14
O=C(Nc1nc2cc3c(cc2s1)OCO3)c1cccc(N2C(=O)CCC2=O)c1 | 6 | 1 | 12 | -3 | -20 | -5 | 3 | -216
O=S(=O)(/N=C(\c1ccccc1)N1CCOCC1)c1cccs1 | -22 | -11 | -8 | 2 | 13 | 5 | -8 | 17
Clc1ccc(-c2nnc3sc(-c4ccc(Br)o4)nn23)c(Cl)c1 | -15 | 6 | -4 | -3 | 12 | -1 | 2 | -95
Cc1ccc(S(=O)(=O)CCc2nnc(N)s2)cc1C | -24 | -3 | -1 | 2 | -10 | -7 | -5 | 9
COC(=O)C(NS(=O)(=O)c1ccccc1Br)C(C)C (configuration not stated) | 9 | -7 | -3 | -1 | -1 | -7 | 28 | 23
O=C(NCc1nnc(SCC(=O)N2CCCc3ccccc32)o1)c1ccccc1F | -26 | -7 | -5 | 3 | -8 | 0 | -4 | 23
Cc1ccc(Cl)c2sc(NC(=O)C3CC3)nc12 | 2 | -12 | 4 | 1 | 4 | 0 | 15 | 10
CN(c1ccccc1C(=O)Nc1ccc(S(=O)(=O)N2CCCC2)cc1)S(C)(=O)=O | -11 | -5 | 4 | 0 | -17 | -8 | -5 | 3
Cn1c(=O)c(=O)n(C)c2cc(S(=O)(=O)NCCc3ccccc3)ccc21 | -7 | 1 | 5 | 0 | -6 | -7 | 3 | -52
COc1ccc(NC(=O)C2CCCN(S(=O)(=O)c3c(C)n[nH]c3C)C2)c(OC)c1 (configuration not stated) | -3 | 4 | 7 | 1 | 0 | 1 | -2 | 22

Limited to A3G deaminase, for some of the entries so far:
molecule	A3G deaminase
CC(C)COP(=O)(OCC(C)C)C(O)c1ccc(N(C)C)cc1 (configuration not stated)	10
O=C(Nc1nc2cc3c(cc2s1)OCO3)c1cccc(N2C(=O)CCC2=O)c1	-5
O=S(=O)(/N=C(\c1ccccc1)N1CCOCC1)c1cccs1	5
Clc1ccc(-c2nnc3sc(-c4ccc(Br)o4)nn23)c(Cl)c1	-1
Cc1ccc(S(=O)(=O)CCc2nnc(N)s2)cc1C	-7

Carrying on.
SMILES | SENP6 block | SENP8 block-1 | UBC13 polyUb | SENP1 FRET inh | Apaf1 inhib | A3G deaminase | SENP7 inh | SENP8 block-2
Nn1c(SCC(=O)Nc2ccc3c(c2)OCO3)nnc1C(F)(F)F | -12 | -2 | 6 | 0 | -1 | -7 | -3 | 14
CN(C)S(=O)(=O)c1ccc(Cl)c(C(=O)OCC(=O)NNC(=O)c2cccs2)c1 | -7 | 2 | 5 | 0 | -9 | -9 | -5 | 10
Cc1nnc(SCC(=O)Nc2ccc3c(c2)OCO3)o1 | -2 | 11 | 2 | 1 | -7 | 1 | -2 | 16
O=C(Nc1ccc(Oc2ccc(S(=O)(=O)N3CCOCC3)cn2)cc1)c1ccco1 | 0 | -3 | 0 | 0 | 5 | 2 | 6 | 8
O=C(O)C1Sc2[nH]c(=O)sc2C2c3ccc(O)cc3OC(=O)C12 (configuration not stated) | -17 | 11 | -9 | -25 | 22 | 13 | 5 | -357
Cn1nc(-c2ccccc2)c(-c2nc(-c3cccc(Cl)c3)no2)c1Cl | 13 | 7 | -1 | 1 | -1 | -3 | 1 | 8
O=C(Nc1nc2ccccc2[nH]1)c1ccc(Cl)c([N+](=O)[O-])c1 | -23 | 45 | -18 | -2 | -5 | -4 | 7 | 10
COc1cccc(C(=O)Nc2cc(S(=O)(=O)N3CCCCC3)ccc2OC)c1 | -1 | 3 | -2 | 0 | 10 | 2 | 6 | 12
CC(=O)c1sc(NC(=O)CCCOc2ccccc2C)nc1C | 2 | -1 | -4 | -3 | 2 | -6 | 1 | 13
NC(=NC(=O)c1ccccc1)N1CCN(C(c2ccccc2)c2ccccc2)CC1 | -2 | 4 | 3 | 0 | 14 | -9 | 3 | 9
CN(C)CCCN(C(=O)c1ccc(Br)s1)c1nc2cc3c(cc2s1)OCCO3 | 1 | -8 | 32 | -69 | 26 | -5 | 2 | -15
Cc1nc(NC(=S)NC(=O)c2cncc(Br)c2)ccc1Br | 12 | -13 | 1 | 1 | 2 | -3 | -8 | -17
COC(=O)[C@H](Cc1ccccc1)NC(=O)NCCC1=CCCCC1 | 10 | -5 | 4 | 0 | -3 | -5 | -3 | 6
COc1cccc(-n2nnnc2SCC(=O)NCCc2ccc(OC)c(OC)c2)c1 | -14 | -2 | 2 | 4 | 0 | -2 | 5 | 8
COc1ccc2c(c1)[C@H]1[C@H](CO2)[C@H](c2ccccc2)[C@]2(C)C(=O)N(CC3CCCO3)CC(=O)N12 (some centres not stated) | 8 | 6 | 8 | 2 | 12 | -4 | 8 | -12
Cc1noc(NS(=O)(=O)c2ccc(NC(=O)c3ccccc3NS(=O)(=O)c3ccc(F)cc3)cc2)c1C | -11 | 9 | 13 | -1 | 4 | -6 | -1 | -418
CCc1ccccc1NC(=O)NNC(=O)c1ccc2ccccc2c1O | 0 | 2 | 10 | -2 | 7 | -6 | -5 | -383
O=[N+]([O-])c1cccc(/C=N/N2CCN(Cc3ccccc3)CC2)c1 | 5 | -1 | 9 | 1 | 10 | 0 | -5 | 13
CCn1c(SCc2ccc(C)cc2)nnc1-c1cnccn1 | -9 | -8 | -9 | 0 | 7 | -8 | -5 | -96
Cc1nnc(SCC(=O)N(CC(C)C)C2CCS(=O)(=O)C2)n1N (configuration not stated) | -11 | -2 | 10 | 1 | -8 | -9 | 7 | 4
CCCCNC(=O)c1c(N)n(/N=C/c2ccccn2)c2nc3ccccc3nc12 | -4 | 3 | 19 | / | 14 | -5 | 3 | /
COc1cc(/C=N/NC(=O)CSc2ccccn2)ccc1O | 17 | -2 | -11 | 1 | -16 | -5 | 0 | 27
C=CCNc1ccc(N2C(=O)CCCC2=O)cc1[N+](=O)[O-] | -27 | 2 | -25 | 2 | -1 | -6 | 5 | 20
Cc1cccc(Nc2nc(N)nc(CN3CCC(C)CC3)n2)c1C | -16 | -10 | -1 | -1 | -5 | 0 | -7 | 9
NC(=O)C1CCCc2c1n(Cc1ccccc1)c1ccccc21 (configuration not stated) | -12 | -1 | 8 | 2 | 5 | -4 | 0 | 9
Cn1c(SCC(=O)c2ccc(O)cc2O)nnc1-c1ccccc1 | 21 | 1 | -3 | 1 | 0 | -12 | 2 | 20
CCOc1cccc(-c2nnc(SCC(=O)NC3CC3)n2C)c1 | 4 | -2 | -4 | 3 | 13 | -1 | -6 | 9
COc1cc([N+](=O)[O-])ccc1N | 3 | -4 | -3 | 1 | -7 | -3 | 3 | 22
CCn1ncc(CN2CCN(C(=O)Nc3ccccc3C(=O)OC)CC2)c1C | 2 | -3 | 9 | -1 | 6 | -5 | -8 | -60
Cc1ccc(CNS(=O)(=O)c2ccc(CN3C(=O)c4cccnc4C3=O)s2)o1 | -3 | 1 | 7 | 1 | -18 | -6 | 0 | 6
N#C/C(=C(/O)CCl)c1nc2ccccc2[nH]1 | -23 | -8 | 15 | -57 | -9 | -7 | -3 | -237
